Screening data: PubChem BioAssay, several laboratories
T cell modulator – modulators of CD8 T cell-vesicle binding, primary screen, mouse 2C CD8+ T cells, flow cytometry | 2C CD8+ T cell-vesicle binding; active compounds read low | calls only at 7 µM | 0.068% of 330,000 active;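 active means response, share of CD8 T cells binding vesicles, and their 90th percentile fluorescence all below set limits, cut at about 80% in these data, passing the limit was not always enough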
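Assay system: 2C TCR transgenic mouse naive CD8+ T cells, MACS-purified | Read-out: CD8+ gate FL2 mean fluorescence as % of same-row positive control | Signal: High-throughput flow cytometry with anti-B7-1 and anti-CD8 staining | Timing: Binding step 1.5 h, 37 °C, antibody labelling 20 min, ice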
Dengue-2 NS5 capping – Dengue-2 NS5 methyltransferase inhibitors, primary screen, biochemical, confirmation dose response (AID 588689). inhibition, % at 25 µM, or IC50 in µM where a hit was titrated. Genome polyprotein (Dengue virus type 2 (strain 16681-PDK53)). 0.3% of 340,000 active. Dengue-2 NS5 methyltransferase capping enzyme assay, biochemical; higher % means a stronger effect; in the data active means a potency from the dose series; inconclusive means inhibition above about 29% without an active follow-up result
NTR1 agonist – agonists of NTR1, primary screen, imaging, U2OS cells, beta-arrestin-GFP, high content (AID 493036); NTR1-U2OS beta-arrestin-GFP spot imaging, agonist mode; activation, % at 20 µM; Neurotensin receptor type 1 (Homo sapiens), P30989; 0.17% of 330,000 active;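 active means activation at or above 40% of the spot to cytoplasm intensity ratio, with at least 20 cells analyzed; inconclusive means wells under 20 cells, flagged as cytotoxic or low count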;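 further: 0% = DMSO without peptide and 100% = 100 nM NTR1 peptide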
Target sequence (P30989 whole entry, looked up): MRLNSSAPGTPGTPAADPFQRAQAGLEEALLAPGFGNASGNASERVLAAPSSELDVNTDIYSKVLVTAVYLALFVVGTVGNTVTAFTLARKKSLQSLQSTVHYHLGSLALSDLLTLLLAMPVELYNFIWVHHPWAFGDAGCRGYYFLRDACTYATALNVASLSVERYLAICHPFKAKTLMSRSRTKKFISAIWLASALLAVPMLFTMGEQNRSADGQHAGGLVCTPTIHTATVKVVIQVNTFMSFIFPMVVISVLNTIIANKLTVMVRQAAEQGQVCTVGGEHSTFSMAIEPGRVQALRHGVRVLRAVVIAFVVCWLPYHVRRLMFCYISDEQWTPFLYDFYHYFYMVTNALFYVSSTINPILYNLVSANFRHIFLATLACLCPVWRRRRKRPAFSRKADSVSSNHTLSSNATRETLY
PhoP inhibition – inhibitors of PhoP regulon expression, primary screen, Salmonella Typhimurium, GFP reporter (AID 1863) | one-dose inhibition, % at 50 µM; IC50 in µM for titrated hits | 0.16% of 300,000 active | S. Typhimurium PhoP-regulated promoter GFP reporter, 4 h; higher % means a stronger effect;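 active means inhibition over 29.93%, a cutoff 3 SD above the screen mean, later confirmed by dose response; inconclusive means inhibition over 29.93% but no dose response follow-up; inactive means inhibition at most 29.93% or unconfirmed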;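 further: 0% = low Mg2+ inducing control and 100% = high Mg2+ repressing control; strong numbers were not always called active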
Rac1 GTP hydrolysis – MgcRacGAP GTPase-activating activity inhibitors, confirmation, biochemical, ADP Hunter fluorescence | Rac GTPase-activating protein 1 (Homo sapiens) | MgcRacGAP-stimulated Rac1 GTP hydrolysis, ADP Hunter fluorescence; higher % means a stronger effect; GST-tagged Rac1 F28L mutant substrate | one-dose inhibition, % at 30 µM; IC50 in µM for titrated hits | 0.6% of 340,000 active | AID 624330, 2012;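 active means first-screen hits whose inhibition reached a set limit at any dose in the follow-up dose series; inconclusive means inhibition above the set first-screen limit but never retested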;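 further: fluorescence reports GDP produced by GAP-driven GTP hydrolysis; strong numbers were not always called active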
K1F lysis inhibition – inhibition of K1F phage lysis, E. coli UTI89, bacterial capsule biogenesis inhibitors, alamar blue (AID 488966) | E. coli UTI89 K1F phage lysis, alamar blue, 2 h; higher % means a stronger effect | inhibition, % at 100 µM; hits with a dose series show IC50 in µM | 0.02% of 340,000 active;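 active means phage lysis inhibition, versus mean bacterial control, above a set limit; inconclusive means no clear call, values can overlap the other calls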;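 further: capsule biogenesis inhibitors block K1F phage lysis so surviving cells raise fluorescence; higher fluorescence means more inhibition of phage lysis; actives were called in the ten point dose series up to 300 µM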
RSV CPE inhibition – RSV antiviral activity via CPE protection, HEp-2 cells, primary 10 µM value included (AID 2391); HEp-2 cells, RSV-induced CPE inhibition; higher % means a stronger effect; 0.13% of 310,000 active; CPE inhibition, % at 10 µM, or IC50 in µM where a hit was titrated; in the data active means a potency from the dose series; inconclusive means CPE inhibition mostly from about 23% at the one dose, without a potency; inactive means the rest, 99 in 100 with CPE inhibition below about 21%; further: strong numbers were not always called active
Large T inhibition – SV40 large T antigen inhibitors, biochemical (AID 1903); SV40 large T antigen ATPase/helicase inhibition assay; higher % means a stronger effect; one-dose inhibition, % at 20 µM; IC50 in µM for titrated hits; 0.39% of 310,000 active; in the data active means a potency from the dose series; inconclusive means inhibition mostly from about 32% at the one dose, without a potency; inactive means the rest, 99 in 100 with inhibition below about 32%; further: strong numbers were not always called active
West Nile virus CPE – West Nile virus antiviral activity, cell-based, CPE readout (AID 1621); West Nile virus-infected cells, CPE inhibition; higher % means a stronger effect; one-dose CPE inhibition, % at 10 µM; IC50 in µM for titrated hits; 0.02% of 290,000 active; in the data active means a potency from the dose series; inconclusive means CPE inhibition mostly from about 3.7% at the one dose, without a potency; inactive means the rest, 99 in 100 with CPE inhibition below about 2.2%; further: strong numbers were not always called active
T cell modulator vesicle-bound % – recorded beside T cell modulator, whose call it bears; double positive events, %; measured here: CD8+ vesicle-bound cell fraction;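 binding gate set so that unloaded-vesicle control wells show 10% double positive cells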
NTR1 agonist cell count 20 µM – also measured in NTR1 agonist; calls as there; cell count; measured here: cell count, cytotoxicity flag
Dengue-2 NS5 capping pilot replicate – second read-out of Dengue-2 NS5 capping, no call of its own (marks repeat the call); inhibition, %; measured here: pilot screen replicate inhibition
The depositor's hits bear a star; i = inactive; ? = inconclusive; · = no result given; [ ] = another dose, or the depositor's remark.

SMILES | T cell modulator | T cell modulator vesicle-bound % | Dengue-2 NS5 capping | NTR1 agonist | NTR1 agonist cell count 20 µM | PhoP inhibition | Rac1 GTP hydrolysis | K1F lysis inhibition | RSV CPE inhibition | Large T inhibition | West Nile virus CPE | others
CCOc1ccc(N(CC(=O)NCc2ccccc2)C(=O)Cn2nnc(-c3ccc(C)o3)n2)cc1 | i | 51.2 | 4.2% | -1.5 | 44 | 1.6% | 3.5% | 0.0% | 0.9% | 4.0% | -0.6%
Cc1c(C)c2ccc(OC(C)C(=O)N3C[C@H]4C[C@@H](C3)c3cccc(=O)n3C4)c(C)c2oc1=O (some centres undefined) | i | 11.6 | -4.3% | -1.4 | 91 | · | 4.1% | 2.7% | 0.1% | · | 0.0%
Cc1cccc(NC(=O)c2ccccn2)c1C | i | 9.1 | 4.9% | -1.3 | 96 | 1.6% | 7.8% | 0.2% | 0.8% | 11.3% | 0.1%
O=C(O)c1ccc(OCCn2ccnc2)cc1 | i | 66.2 | 0.7% | 1.2 | 62 | 2.0% | 3.9% | 1.1% | -2.2% | 7.2% | 0.1%
Cc1cc([N+](=O)[O-])nn1CC(=O)N/N=C/c1ccccc1O | i | 46.5 | 3.5% | -0.8 | 56 | 13.6% | 8.1% | 0.0% | 2.5% | 3.6% | -0.3%
CCN(C(=O)COC(=O)c1ccc(C)c(S(=O)(=O)N2CCCCC2)c1)C1CCS(=O)(=O)C1 (centres undefined) | i | 32.8 | -4.4% | -1.2 | 62 | -0.2% | -0.7% | -0.4% | -1.0% | 6.7% | ·
Cc1sc2nc(SCC(=O)N(CCO)CCO)nc(N)c2c1C | i | 68.3 | -1.4% | 0.8 | 53 | -5.0% | 15.7% | -4.0% | 1.1% | 7.7% | -0.2%
CCC1CCCCN1S(=O)(=O)c1ccc([N+](=O)[O-])cc1 (centres undefined) | i | 49.9 | -10.9% | -0.4 | 52 | -3.9% | -1.3% | -0.5% | 2.8% | ? | 0.0%
COc1cc2c(cc1OC)CN(C1CCCN(Cc3cc(Cl)ccc3O)C1)CC2 (centres undefined) | i | 17.6 | -1.6% | -0.6 | 52 | -2.6% | 3.5% | 1.0% | 0.1% | 9.9% | -1.0%
c1ccc(CN2CCC3(CC2)Nc2ccccc2S3)cc1 | i | 43.5 | -3.9% | -1.1 | 40 | -11.0% | -0.2% | -1.7% | -0.8% | 10.9% | -0.1%
CCOC(=O)c1sc2nc(CN3CCCCC3)nc(Cl)c2c1C | i | 27.9 | -6.3% | 0.4 | 47 | -9.1% | 6.5% | 0.7% | 0.0% | 4.9% | -1.0%
Cc1ccc(S(=O)(=O)Nc2ccc3nc(-c4cccn4C)[nH]c3c2)cc1 | i | 33.3 | -7.1% | -1.0 | 84 | 9.2% | 11.6% | 2.3% | 2.2% | 2.4% | 0.2%

Arranged by formula weight (rising): some entries from above.
SMILES | T cell modulator | T cell modulator vesicle-bound % | Dengue-2 NS5 capping | NTR1 agonist | NTR1 agonist cell count 20 µM | PhoP inhibition | Rac1 GTP hydrolysis | K1F lysis inhibition | RSV CPE inhibition | Large T inhibition | West Nile virus CPE | others
Cc1cccc(NC(=O)c2ccccn2)c1C | i | 9.1 | 4.9% | -1.3 | 96 | 1.6% | 7.8% | 0.2% | 0.8% | 11.3% | 0.1%
c1ccc(CN2CCC3(CC2)Nc2ccccc2S3)cc1 | i | 43.5 | -3.9% | -1.1 | 40 | -11.0% | -0.2% | -1.7% | -0.8% | 10.9% | -0.1%
Cc1ccc(S(=O)(=O)Nc2ccc3nc(-c4cccn4C)[nH]c3c2)cc1 | i | 33.3 | -7.1% | -1.0 | 84 | 9.2% | 11.6% | 2.3% | 2.2% | 2.4% | 0.2%

The list continues:
SMILES | T cell modulator | T cell modulator vesicle-bound % | Dengue-2 NS5 capping | NTR1 agonist | NTR1 agonist cell count 20 µM | PhoP inhibition | Rac1 GTP hydrolysis | K1F lysis inhibition | RSV CPE inhibition | Large T inhibition | West Nile virus CPE | others
O=C(COC(=O)c1cccc(NS(=O)(=O)c2ccc(F)c(F)c2)c1)NC(=O)NC1CCCC1 | i | 56.9 | 2.9% | 2.9 | 48 | -1.8% | 0.2% | -0.4% | 1.1% | -2.3% | -0.3%
CN(C)c1ccc(CNCCC2CCOC(C)(C)C2)cc1 (centres undefined) | i | 49.1 | · | -1.2 | 42 | 12.7% | · | · | -1.0% | 16.5% | 0.1%
CC(C)CC(COCc1ccc(F)cc1)N1CCN(C(=O)c2cccc(C(F)(F)F)c2)CCC1=O (centres undefined) | i | 29.1 | 6.4% | 7.1 | 93 | -2.4% | 3.0% | 10.6% | 4.0% | 7.5% | -0.9%
CC1=C(C(N)=O)C(c2ccc(Br)cc2)n2nc(CCCO)nc2N1 (centres undefined) | i | 52.2 | -6.6% | -0.7 | 49 | -6.9% | 9.2% | 0.1% | 0.8% | 0.4% | 0.6%
O=C(Cc1ccc(Br)cc1)Nc1ccc(S(=O)(=O)Nc2ncccn2)cc1 | i | 45.8 | 2.4% | 2.8 | 64 | -1.2% | 7.7% | 0.1% | 1.6% | 0.9% | 0.1%
Cc1cc(Cl)ccc1NC(=S)NCCc1ccc(S(N)(=O)=O)cc1 | i | 53.9 | 4.0% | 0.4 | 42 | · | -2.2% | 0.8% | 0.3% | · | -0.4%
COc1ccc(CCNC(=O)Cn2c(=O)oc3cc(Cl)ccc32)cc1OC | i | 6.1 | 1.7% | -0.4 | 64 | -8.6% | 8.2% | 0.4% | 1.1% | 6.8% | -0.3%
CC1CCCN(CC(=O)Nc2cc(S(=O)(=O)N3CCOCC3)ccc2N2CCCC2)C1 (centres undefined) | i | 29.6 | -9.4% | 0.4 | 49 | · | 5.2% | 4.1% | -0.8% | · | ·
CCc1nc2sc(C)c(C)c2c(=O)n1CCO | i | 37.4 | -0.5% | -2.0 | 44 | 2.5% | 15.4% | 1.6% | 2.3% | 2.5% | 0.1%
Cc1ccc(-c2nc(CN(CC3CCC3)CC3CCCO3)c(C)o2)s1 (centres undefined) | i | 9.1 | -11.9% | 0.9 | 26 | -6.7% | -0.6% | 0.5% | -1.0% | -3.9% | -1.9%
CCN(CC)S(=O)(=O)c1cc(C(=O)OCC(=O)NC2CCCc3ccccc32)ccc1C (centres undefined) | i | 3.6 | 3.8% | 3.7 | 43 | 7.3% | -16.5% | 0.4%[50 µM] | 2.7% | 5.2% | 0.6%
COc1cccc(NC(=O)CNC(=O)N2CC(=O)Nc3ccccc32)c1 | i | 32.9 | 7.1% | 1.2 | 67 | 4.8% | 0.3% | 0.2% | 0.2% | -0.3% | 0.5%
O=[N+]([O-])c1ccc(N2CCCC2)cc1NC1CC1 | i | 52.9 | -2.6% | 8.7 | 72 | 18.3% | 10.3% | 1.6%[50 µM] | 14.6% | 1.2% | -0.9%
CSc1nnc(Cc2sc(-c3ccccc3)nc2-c2ccccc2)o1 | i | 50.8 | -7.5% | 3.4 | 42 | -9.1% | 4.8% | 0.2% | ? | 1.2% | -0.4%
Cn1c(Oc2ccccc2NCc2cc(Br)ccc2O)cc(=O)n(C)c1=O | i | 33.6 | · | 0.6 | 49 | -3.4% | -5.4% | -0.4% | 11.0% | 4.6% | ·
Cc1cc(C)c(S(=O)(=O)N2CCN=C2c2ccccc2)cc1C | i | 14.1 | 6.9% | 3.0 | 82 | 5.0% | -0.5% | 1.6% | -1.4% | 26.1% | -0.6%
Cc1n[nH]c(C)c1S(=O)(=O)N(CC(=O)Nc1ccc2c(c1)OCCO2)c1ccc(C(C)C)cc1 | i | 48.3 | -2.2% | 4.8 | 67 | 14.3% | 1.4% | -9.1% | -0.8% | -0.9% | -0.3%
COc1ccc(S(=O)(=O)N2CCOCC2)cc1C(=O)Nc1nc2ccccc2s1 | i | 48.4 | -3.5% | 2.6 | 33 | 4.5% | 2.3% | 4.1% | 2.1% | 1.9% | 0.5%
Cc1ccc(S(=O)(=O)NC(=O)NCC2CCN(S(=O)(=O)c3ccccc3)CC2)cc1 | i | 19.4 | -3.3% | -0.9 | 91 | 6.1% | 4.2% | 0.5% | -0.9% | -6.7% | 0.3%
CCN(CC(=O)Nc1ccc(NC(C)=O)cc1)C(=O)Cc1ccc(S(=O)(=O)N2CCOCC2)s1 | i | 52.7 | -5.2% | -0.2 | 49 | -2.7% | 4.2% | 0.6%[50 µM] | -1.5% | 12.3% | ·
C=CCSc1nc(N)c(C#N)c(-c2ccc(C)cc2)c1C#N | i | 39.9 | -2.1% | 8.3 | 60 | 8.2% | 4.9% | 11.3% | 13.2% | 16.1% | 0.6%
FC(F)(F)c1ccc(C2[C@H]3CN(Cc4ccc(-c5ccccc5)cc4)[C@H](c4ccccc4)C34CC2(c2ccccc2)C4)cc1 (some centres undefined) | i | 28.0 | · | 1.9 | 84 | 3.7% | · | · | -0.6% | 6.4% | -0.5%
COc1cc(C(=O)Oc2cccnc2)cc(OC)c1OC | i | 58.6 | 1.3% | 0.9 | 58 | -1.9% | 8.4% | -0.2% | 0.9% | 7.6% | 0.2% | Dengue-2 NS5 capping pilot replicate=-4.2
COc1cc(/C=C2/C(=O)N(c3ccc(C(=O)O)cc3)N=C2C)cc(OC)c1O | i | 48.3 | -28.1% | -0.4 | 92 | 2.9% | ? | 0.0%[50 µM] | 0.1% | 29.7% | -0.1%
Cc1ccc(CNC(=O)C2CCCN(c3nn4c(=O)cc(C)nc4s3)C2)cc1 (centres undefined) | i | 40.8 | 1.6% | 0.0 | 33 | 5.9% | -0.1% | -0.6% | 2.0% | 7.0% | 0.2%
CCOc1ccc(CCNC(=O)c2nnn(CC(=O)Nc3ccc(OC)cc3)c2N)cc1OCC | i | 26.3 | -4.1% | 0.8 | 53 | -2.0% | 13.5% | 0.2% | 2.5% | 10.4% | 0.2%
O=C(Nc1ccc(Cl)cn1)C1CCN(S(=O)(=O)c2cccs2)CC1 | i | 54.7 | 4.7% | 2.8 | 78 | -0.9% | -7.2% | -0.2% | -1.1% | 5.6% | -0.3%
Cc1cc(C)nc(SCc2ccc(C(=O)N/N=C/c3ccccc3C(=O)O)cc2)n1 | i | 30.5 | -0.8% | -0.9 | 54 | 8.0% | 6.0% | -0.1% | 3.4% | 0.2% | 1.1%
